SENP7 inh = inhibitors of human SENP7 protease | Q9BQF6 | recombinant SENP7, Z-RLRGG-aminoluciferin luminescence, 40 min | inhibition, % at 5 µM | hit rate 1.5% among 330,000 | AID 434973;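 active = inhibition above about 50% at the single test dose, limit read from the data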;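 note: plate controls were DMSO with enzyme for no effect and no enzyme buffer wells for full effect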
HKDC1 inhibitor = HKDC1 (human) hexokinase inhibition; recombinant HKDC1, G6PDH/diaphorase resazurin coupled fluorescence; inhibition, % at 20 µM; hit rate 0.16% among 340,000;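 active = inhibition above about 35% when tested at 20 µM, limit read from the data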;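 note: plate controls were DMSO wells with enzyme for no effect and DMSO wells lacking enzyme for full effect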
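Material – in-house recombinant HK5 (HKDC1) enzyme · Quantity – HKDC1 at 5 µg/mL · Buffer or medium – pH 8.0 Tris buffer with 10 mM MgCl2 · Reagent – glucose with 1 mM ATP · Dosing – single 20 µM dose · Times – reaction time 90 min, room temperature, protected from light · Technique – resorufin fluorescence at 613 nm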
SENP8 block-1 = blocks human SENP8 cleavage of Nedd8 substrate; recombinant SENP8, Nedd8 substrate fluorescence; inhibition, % at 20 µM; hit rate 0.64% among 360,000; AID 602440; in the data active = inhibition mostly above about 40%, no sharp cut-off; inactive = mostly below about 27%
Target sequence (Q96LD8 whole entry, looked up): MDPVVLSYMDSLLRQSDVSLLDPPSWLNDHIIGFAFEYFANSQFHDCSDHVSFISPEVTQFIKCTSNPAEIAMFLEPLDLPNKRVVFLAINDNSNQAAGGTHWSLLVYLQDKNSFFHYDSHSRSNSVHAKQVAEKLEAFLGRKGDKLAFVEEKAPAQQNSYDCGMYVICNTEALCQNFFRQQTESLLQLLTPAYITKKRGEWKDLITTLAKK
SENP1 inh = SENP1 (human) catalytic domain inhibition | AID 624204 | hit rate 0.21% among 360,000 | inhibition, % at 10 µM | Q9P0U3 | recombinant SENP1 catalytic domain, CyPet-SUMO1-YPet FRET cleavage;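 active = inhibition at least 30% at 10 µM, raw YFP signal under a set limit, fluorescence ratio 0.5 to 1.5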;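 note: 0% = enzyme with DMSO and 100% = no enzyme wells; some results filed as inactive read as strong as hits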
Target sequence (Q9P0U3 419-644 limits assumed): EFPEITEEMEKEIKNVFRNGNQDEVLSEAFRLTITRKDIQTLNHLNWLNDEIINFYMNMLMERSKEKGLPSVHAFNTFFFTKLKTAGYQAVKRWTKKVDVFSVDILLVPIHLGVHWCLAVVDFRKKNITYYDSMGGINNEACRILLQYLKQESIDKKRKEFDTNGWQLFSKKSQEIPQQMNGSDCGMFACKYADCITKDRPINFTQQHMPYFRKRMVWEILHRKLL
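Material – human SENP1 catalytic domain · Input – SENP1 enzyme, 20 pM final · Compound dosing – single concentration of 10 µM compound, 0.5% DMSO final · Timing – enzyme reaction for 50 min at room temperature, dark · Measured by – FRET fluorescence in CFP and YFP emission channels · Control set – no-enzyme wells low, DMSO-plus-enzyme wells high control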
Apaf1 inhib = inhibitors of human Apaf-1 apoptosome; O14727; hit rate 0.71% among 330,000; AID 489030; reconstituted apoptosome caspase-3 activity, DEVD-Rh110 fluorescence; inhibition, % at 20 µM; active = inhibition of at least 40% at 20 µM;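 note: plate controls were DMSO wells for no effect and DEVD-CHO caspase inhibitor wells for full effect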
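Material: biochemical Apaf-1 apoptosome reconstitution. Medium: Hepes buffer, pH 7.5. Also added: cytochrome c activation, bis-DEVD rhodamine 110 substrate. Timing: 30 min compound preincubation, 50 min activation, room temperature. Measured by: rhodamine 110 fluorescence at Ex 480/Em 540 nm.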
SENP6 inh = blocks the human protease SENP6; inhibition, % at 10 µM; AID 2599; Q9GZR1; hit rate 1.8% among 330,000; Recombinant SENP6 catalytic domain, aminoluciferin luminescence;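 active = inhibition above about 50% at the single tested dose, limit read from the data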;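 note: plate controls were DMSO wells with enzyme for no effect and DMSO wells lacking enzyme for full effect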
Target sequence (Q9GZR1 628-1112 limits assumed): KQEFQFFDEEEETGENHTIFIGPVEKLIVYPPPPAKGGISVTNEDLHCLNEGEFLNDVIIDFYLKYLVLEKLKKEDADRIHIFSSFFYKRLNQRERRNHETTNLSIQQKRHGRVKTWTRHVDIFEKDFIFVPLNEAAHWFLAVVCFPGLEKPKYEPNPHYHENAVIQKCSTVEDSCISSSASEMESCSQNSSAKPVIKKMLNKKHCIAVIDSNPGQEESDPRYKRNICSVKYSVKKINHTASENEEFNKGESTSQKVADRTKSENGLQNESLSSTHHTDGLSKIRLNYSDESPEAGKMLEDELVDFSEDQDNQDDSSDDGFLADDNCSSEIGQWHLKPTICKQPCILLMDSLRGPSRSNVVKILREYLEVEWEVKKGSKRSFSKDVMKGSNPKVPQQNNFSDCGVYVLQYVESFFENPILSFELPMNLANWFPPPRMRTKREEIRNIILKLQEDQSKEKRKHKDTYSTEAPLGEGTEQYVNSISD
SENP8 block-2 = blocks the human protease SENP8 | Q96LD8 | purified SENP8, Z-RLRGG-aminoluciferin cleavage, luminescence | inhibition, % at 10 µM | hit rate 1.2% among 330,000 | AID 2540; in the data active = inhibition above about 50%
NALP3 yeast inh = NALP3 inhibition in yeast; Yeast reconstituted NLRP3/ASC/caspase-1, beta-gal luminescence, 24 h; inhibition, % at 10 µM; hit rate 0.39% among 330,000;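 active = inhibition of 50% or more; inactive = inhibition below 50%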;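 note: plate controls were induced DMSO wells for no effect and uninduced yeast grown without galactose for full effect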
PfG6PD inh = PfG6PD (Plasmodium falciparum) enzyme inhibition. inhibition, % at 20 µM. hit rate 0.78% among 350,000. AID 504690. PfGluPho enzyme, NADPH resazurin-diaphorase fluorescence;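 active = inhibition reaching at least a set limit at 20 µM in the primary screen, cut at about 59% in these data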;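 note: 0% = DMSO wells with substrate and 100% = DMSO wells lacking glucose-6-phosphate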
The depositor's hits bear a star; i = inactive; . = no result given. Outcome played no part in choosing rows, and some 4.1% of all compounds hit somewhere here.

Results follow in this order: HKDC1 inhibitor, SENP6 inh, Apaf1 inhib, SENP1 inh, PfG6PD inh, SENP7 inh, SENP8 block-1, NALP3 yeast inh, SENP8 block-2
Cc1ccc(NC(=O)CNc2ccccc2N2CCCC2=O)cc1S(=O)(=O)N1CCOCC1
 : 2, -2, -3, -1, -5, -2, 0, 7, 1
CCOc1ccc(NS(=O)(=O)c2ccc(C(=O)N(C)CCc3ccc(OC)c(OC)c3)cc2)cc1
 : -12, -6, 12, 4, 23, -3, 1, -7, -8
CC(C)(C)NC(=O)c1cnn2c1NC(c1ccc(F)cc1)CC2C(F)(F)F (stereo not given)
 : -4, -4, -1, 2, -2, 2, 5, 6, 10
COCC1CCCN(Cc2cn(Cc3ccccc3)nc2-c2cc3ccccc3o2)C1 (stereo not given)
 : -4, 6, -6, -1, 15, 8, 8, 1, -2
CCOC(=O)c1ccc(S(=O)(=O)Nc2cc(C(=O)O)ccc2Cl)cc1
 : 9, 8, 7, -1, 48, 0, 5, 0, 8
O=C(NCCCc1ccccc1)c1ccccc1
 : -7, 6, 17, -1, 5, 8, 12, 35, -13
COc1ccc(CCC(=O)N(c2nnc(-c3cccnc3)s2)C(C)C)cc1
 : -9, 5, 14, 1, 6, 10, 5, 8, 15
CCn1c(O)c(C=NCc2ccccc2)sc1=S
 : -4, 0, -10, -1, 24, 0, 5, 19, 0
COc1ccccc1C(=O)NC(CCSC)C(=O)NNC(=O)c1ccc(F)cc1 (stereo not given)
 : -5, -13, 8, 1, 0, -1, 2, 11, 5
COc1ccc(N(CC(=O)Nc2cc(C(=O)O)ccc2C)S(=O)(=O)c2c(C)noc2C)cc1
 : -6, -9, 11, 0, -9, 11, 10, -8, 0
Cc1cc(C)c(Cc2c(C)nc3c(C(=O)NCc4ccco4)cnn3c2C)c(C)c1
 : 2, -14, 6, 3, -15, 2, -255, 23, -6
O=c1[nH]c(=S)c2c(n1-c1ccccc1)CCC2
 : -4, -8, -18, -2, -1, -1, 16, 17, -8
CCCCCCC1CC(CCC(=O)Nc2ccc([N+](=O)[O-])cc2)C(=O)O1 (stereo not given)
 : -9, -6, -7, 4, 0, -6, 11, 10, -6
CCN(CC)CCCNC(=O)C1CCC(=O)N(c2ccc(OC)cc2)C1c1ccc(F)cc1 (stereo not given)
 : -2, -13, 4, 0, -11, -4, 24, 11, -4
C=CCn1c(SCC(=O)Nc2cc(C)on2)nc2sc3c(c2c1=O)CCCC3
 : 6, -31, 2, 0, 14, -5, -12, 19, -3
O=C(OCC(=O)N1CCOCC1)c1ccccc1OCc1ccccc1
 : -5, -2, -5, -1, 0, 3, 7, 10, -3
O=C(CSc1nnnn1-c1cccc2c1CCCC2)NC1CCCC1
 : -4, -1, 14, 3, 6, -1, 25, 19, -4
CC[C@@H]1C=C(C(=O)O)[C@H](c2ccc(Br)cc2)N1S(=O)(=O)c1ccc(C)cc1
 : 0, 3, -7, 1, 9, 2, -4, -1, 2
Cc1ccc(-c2cc(C(=O)N/N=C/c3ccccc3O)n[nH]2)o1
 : -22, 67*, 7, -39, -10, 52*, 6, 11, 49
O=C(Nc1ccc2c(c1)OCO2)c1cc2n(n1)C(C(F)(F)F)CC(c1ccccc1)N2 (stereo not given)
 : -3, -3, 12, 8, -1, 1, 12, 17, 1
COc1ccc(OC)c(-c2cc(C(=O)N3CCCc4ccccc43)no2)c1
 : 1, -5, 5, 0, 2, 6, -12, 7, -5
O=C(CN1CCc2ccccc21)NN1CC(=O)N(c2ccccc2)CC1=O
 : 0, -27, -14, -4, 2, 5, 6, 1, 4
O=C(Nc1ccc(Cl)cc1)c1csc(-c2ccncc2)n1
 : -4, -15, -2, 1, 26, -9, 3, -26, -1
COc1cc(-c2ccc(NC(=O)CN3CCC(C)CC3)c(OC)c2)ccc1NC(=O)CN1CCC(C)CC1
 : 2, ., ., -2, 12, ., -51, ., .
C=CCNC(=S)N/N=C/c1cn(C)c2ccccc12
 : -5, 6, -5, -1, 14, -3, 2, 17, -2
Cc1ccc(/C=N/n2c(-c3ccncc3)n[nH]c2=S)o1
 : -11, -8, -11, -1, 28, -5, 10, 3, -11
COC(=O)CCC(=O)OC1(C)C(=O)C=C2C=C3CCCN3C=C2C1=O (stereo not given)
 : 12, 11, 16, -15, 41, 3, 53*, -1, 6
CCOC(=O)c1sc(N/N=C/c2ccc(N(C)C)cc2)nc1C
 : 2, -28, -11, -25, -8, -8, -459, 8, 4
Cc1ccnc(NC(=O)CC(c2ccccc2)c2ccccc2)n1
 : -6, -13, 0, 1, 15, -7, 1, 26, -3
Cc1ccccc1CN(C)CC(=O)Nc1ccccc1-c1ccccc1
 : 1, -14, 22, 1, 15, -10, 8, 1, 2

Given tab-delimited: entries from further up
Molecule	HKDC1 inhibitor	SENP6 inh	Apaf1 inhib	SENP1 inh	PfG6PD inh	SENP7 inh	SENP8 block-1	NALP3 yeast inh	SENP8 block-2
COC(=O)CCC(=O)OC1(C)C(=O)C=C2C=C3CCCN3C=C2C1=O (stereo not given)	12	11	16	-15	41	3	53*	-1	6
CCOC(=O)c1sc(N/N=C/c2ccc(N(C)C)cc2)nc1C	2	-28	-11	-25	-8	-8	-459	8	4

(listing goes on)
Results follow in this order: HKDC1 inhibitor, SENP6 inh, Apaf1 inhib, SENP1 inh, PfG6PD inh, SENP7 inh, SENP8 block-1, NALP3 yeast inh, SENP8 block-2
O=C(COc1ccccc1O)Nc1ccc(Cl)cc1
 : -4, -20, -4, 1, 15, 1, 19, 6, -2
COc1ccc(NC(=O)CN(C)C(=O)C2CC(=O)N(c3cccc4ccccc34)C2)cc1 (stereo not given)
 : 5, -13, -7, 0, -12, -4, 8, 13, 4
O=C(Nc1ccccc1NC(=O)c1ccccc1F)c1ccccc1F
 : -4, 12, 6, 0, 4, 1, 4, -4, -5
O=C(CN1C(=O)C(=O)c2ccccc21)NCCc1ccccc1
 : -1, 4, 2, -2, 0, -7, -5, 6, -3
O=C(CCCn1c(=O)[nH]c2cc(Cl)ccc2c1=O)NCCCN1CCCC1
 : -1, -9, 2, -6, -13, -6, -1, 5, -4
O=C(NCC1CCCO1)C1CCC(=O)N1Cc1ccc(F)cc1 (stereo not given)
 : -9, -1, -4, 3, -5, -4, 8, -14, -5
COc1cccc([C@@H]2Oc3ccc(OC)cc3C(=O)[C@H]2OC(=O)N[C@H](C)C2CCCCC2)c1
 : ., -5, 9, ., ., -6, ., 13, -3
CCN(C(=O)CSc1nnc(Nc2ccc(OC)cc2)s1)C1CCS(=O)(=O)C1 (stereo not given)
 : 4, -8, 0, 3, 22, 7, 7, 7, -5
C=CCOn1c(=O)c(-c2ccc(OC)c(OC)c2)[n+]([O-])c2ccccc21
 : 3, -16, 7, 6, 2, 16, -50, 23, -4
O=S(=O)(c1ccccc1)c1nc(-c2ccco2)oc1Nc1ccccc1
 : 11, -10, 8, -4, 7, -4, -115, 21, -12
CN1CCN(C(=S)SCc2nc(N)nc(Nc3ccc(F)cc3)n2)CC1
 : -4, 13, 8, 3, -4, 15, 17, 8, 1
COc1cccc(-c2nn[nH]n2)c1O
 : -10, 0, -2, 0, -21, 7, 13, 9, -8
O=C1CCCC2=C1C1(CCCCC1)N=C(Nc1nc3ccccc3s1)N2
 : -2, -8, 4, -1, -10, 0, -245, -15, -5
CN(C)c1ccc(/C=C2\SC(=O)N(CC(O)Cn3c4ccccc4c4ccccc43)C2=O)cc1 (stereo not given)
 : -6, -10, -6, -28, -1, 0, -11, 17, -9
O=C(CCCCCn1c(=S)[nH]c2ccc(N3CCOCC3)cc2c1=O)NC1CCN(Cc2ccccc2)CC1
 : -2, -9, -5, -51, 29, -2, -426, 8, -10
COc1ccc(CC(=O)N2CCN(c3ccccc3OC)CC2)cc1
 : 0, 1, -1, 0, -11, 0, 7, 12, 1
COc1ccc(Cl)cc1NC(=O)Cn1c(=O)oc2ccccc21
 : -10, -6, 1, 0, 14, 6, 18, 4, 3
CCOc1ccc(NC(=O)CSc2nnc(C)n2CC2CCCO2)cc1 (stereo not given)
 : 3, -13, 6, 0, -19, -1, 27, 11, 0
CCCc1cc(=O)oc2cc(OCC(=O)NC(Cc3ccc(Cl)cc3)C(=O)O)ccc12 (stereo not given)
 : 1, -11, -3, 1, -31, -11, -76, -1, -6
COc1ccc(N/C=C\C(=O)c2ccc3ccccc3c2)cc1
 : 4, -11, -8, -42, -24, 0, -20, 9, -12
C[C@H](CO)N1C[C@H](C)[C@H](CN(C)C(=O)Nc2ccc(F)cc2)Oc2ccc(NC(=O)NC3CCCCC3)cc2CC1=O
 : -2, -13, 1, 0, 12, -10, 2, 8, 3
COc1ccccc1NC(=O)CSc1nc2ccccc2nc1N1CC(C)OC(C)C1 (stereo not given)
 : -2, -4, 15, -5, 12, -15, -173, 11, -12
Cc1ccc(C)c(OC(=O)c2cccnc2)c1
 : -1, 2, -4, -1, 19, -6, 20, 12, -8
COc1cc(C(=O)N2CCN(Cc3ccccn3)CC2)cc(OC)c1OC
 : -3, -5, 6, 3, 7, -4, 12, 11, 2
CN(Cc1ccccc1)C(=O)c1nc2ccccn2c1CNCCOc1cccnc1
 : -7, -18, 1, 0, -7, -3, 14, 5, -8
Nc1c(Cl)cc(Cl)cc1C(=O)OCC(=O)NC1CC1
 : 3, -5, -8, -3, -9, 13, i, 6, -2
CCCS(=O)(=O)N1CCN(Cc2ccccc2OCC)CC1
 : -5, -2, -4, 1, 2, -1, 24, 3, -5
COCCN(Cc1cc2cc(C)ccc2n2nnnc12)C(=S)Nc1cccc(C)c1
 : 2, -30, 21, 0, 4, 7, 11, 8, 1
O=C(CNC(=O)c1ccco1)N/N=C/c1ccc(C(=O)O)cc1
 : -1, -31, 4, 1, 7, 5, 8, 9, -7
CSc1nsc(SCC(=O)Nc2nncs2)n1
 : -2, -6, -14, 0, -6, 3, -17, -4, -8
Cc1cccc(C)c1N1CCN(c2nc(N(C)C)oc(=O)c2C#N)CC1
 : 5, 7, 17, -64, 4, 5, -53, -8, 0
